MOR-DOR inv ag = inverse agonists of MOR-DOR heterodimerization, primary screen, cell-based, luminescence; Mu-type opioid receptor (Homo sapiens) + Delta-type opioid receptor (Homo sapiens), …; inhibition, % at 9.3 µM; 0.21% of 340,000 active; cell-based MOR-DOR heterodimer luminescence, inverse agonism; in the data active = inhibition above about 22%, passing the limit was not always enough;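 note: 0% = cells with DMSO and 100% = wells without cells with DMSO; values of inactives mirror those of a sister screen read the other way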
Target sequence (P35372 whole entry, looked up): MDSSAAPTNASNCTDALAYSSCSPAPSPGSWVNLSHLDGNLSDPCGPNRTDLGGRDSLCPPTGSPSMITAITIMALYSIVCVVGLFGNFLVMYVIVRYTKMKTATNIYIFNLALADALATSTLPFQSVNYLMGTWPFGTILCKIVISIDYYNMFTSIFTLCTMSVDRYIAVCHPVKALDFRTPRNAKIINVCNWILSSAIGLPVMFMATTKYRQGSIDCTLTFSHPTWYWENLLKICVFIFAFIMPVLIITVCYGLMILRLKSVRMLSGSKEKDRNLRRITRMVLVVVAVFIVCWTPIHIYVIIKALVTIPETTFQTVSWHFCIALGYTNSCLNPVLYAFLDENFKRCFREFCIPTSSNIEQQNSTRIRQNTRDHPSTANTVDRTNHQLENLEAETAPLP
Target sequence (P41143 whole entry, looked up): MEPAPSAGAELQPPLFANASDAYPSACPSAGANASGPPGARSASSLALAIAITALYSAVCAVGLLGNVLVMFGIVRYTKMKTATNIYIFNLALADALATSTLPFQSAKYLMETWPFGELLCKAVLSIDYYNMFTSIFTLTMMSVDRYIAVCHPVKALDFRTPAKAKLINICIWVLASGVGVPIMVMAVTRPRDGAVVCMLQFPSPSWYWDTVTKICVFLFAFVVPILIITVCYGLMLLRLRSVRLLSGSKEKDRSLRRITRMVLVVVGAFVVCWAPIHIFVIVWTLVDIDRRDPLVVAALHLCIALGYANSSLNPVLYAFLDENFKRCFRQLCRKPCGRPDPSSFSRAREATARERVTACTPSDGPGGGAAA
Mot1-301 SUMO = yeast Mot1-301 growth rescue at high temperature, primary screen, SUMOylation pathway inhibitor project, S. cerevisiae, ATP luminescence, 38.5C. growth rescue, % at 18.8 µM. 1% of 320,000 active. S. cerevisiae Mot1-301 growth rescue; percent above DMSO median, 100 means doubled;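 active = every valid replicate shows activation above 250% relative to neutral control wells; inactive = the rest, any valid replicate at or below 250%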;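 note: OY570 slx delta 5 strain wells were the positive control but not used for scaling; some compounds called inactive have numbers as strong as hits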
E coli growth = E. coli V3065 growth inhibition, primary screen, counter-screen for AddAB inhibitor project, absorbance, OD600; inhibition, % at 11.9 µM; 18 h; 0.27% of 330,000 active;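 active = inhibition above the campaign's mean inhibition across all tested compounds plus 3 SD, cut at about 9.9% in these data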;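 note: uninfected addAB+ strain grown without phage in ampicillin broth; 0% = DMSO wells and 100% = ciprofloxacin 0.95 µg/ml wells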
AddAB inh = growth inhibition of E. coli expressing H. pylori AddAB, primary screen, AddAB inhibitor project, absorbance; inhibition, % at 11.9 µM; 0.29% of 330,000 active; AID 435030, 2010; in the data active = inhibition above about 12%;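 note: 0% = vehicle wells of infected cells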
DSG3 Ab inh = inhibitors of pemphigus antibody binding to DSG3, primary screen, biochemical, bead-based, flow cytometry, scFv-GFP | AID 588358, 2011 | binding (percent of control), % at 10 µM | 0.48% of 310,000 active | DSG3-coupled beads, scFv-anti-DSG3-GFP binding; active compounds read low | Desmoglein-3 (Homo sapiens), P32926;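 active = binding more than 3 SD below its plate's average and above zero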;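 note: hits lower antibody fragment binding to DSG3; some compounds called inactive have numbers as strong as hits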
phage Ecoli inh = growth loss of phage-infected E. coli, primary screen, RecBCD inhibitor project, absorbance, with phage, HTS | inhibition, % at 11.9 µM | 0.26% of 360,000 active | AID 651602, 2012; in the data active = inhibition above about 11%
Arr AP2 block = inhibitors of beta-arrestin/AP2 binding, primary screen, biochemical, GPCR trafficking, flow cytometry. inhibition, % at 10 µM. beta-arrestin 1 C-terminal peptide binding to AP2 beta2-adaptin appendage (human). FITC-arrestin peptide / GST-AP2 beads; AP2 beta2 appendage carries R879A mutation. AID 504490, 2011. 0.31% of 340,000 active;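 active = inhibition above a set limit, near 3 SD of compounds lacking own fluorescence, cut at about 54% in these data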;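 note: plate controls were DMSO wells for no effect and 5 µM unlabelled arrestin peptide for full effect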
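Test system: GST-tagged AP2 beta2-adaptin appendage (R879A) on 4 µm glutathione beads; also added: fluorescein-tagged arrestin peptide at 50 nM final; timing: 12 min plus 1 h, RT; signal: flow cytometry, FL1 (488/535 nm); read-out: percent drop in bead-associated FITC signal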
OPRM1-OPRD1 ag = agonists of OPRM1-OPRD1 heterodimerization, primary screen, cell-based, luminescence | AID 504326, 2011 | 0.3% of 340,000 active | cells | activation, % at 9.3 µM | Mu-type opioid receptor (Homo sapiens) + Delta-type opioid receptor (Homo sapiens), …; in the data active = activation above about 18%;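 note: 0% = vehicle-treated cells and 100% = reference agonist; values of inactives mirror those of a sister screen read the other way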
PKA-R1A act = activators of PKA-R1A holoenzyme, primary screen, biochemical, fluorescence polarization, Cy5-IP20, bovine R1A, mouse PKAc | cAMP-dependent protein kinase type I-alpha regulatory subunit (Bos taurus) + … | PKA-R1A dissociation; scaled: DMSO 0%, 113 µM cGMP 100% | activation, % at 11.4 µM | 0.083% of 340,000 active;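 active = percent activation above the mean of all tested compounds plus 3 SD, cut at about 19% in these data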;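 note: higher means more PKAc released from R1A so a rise in polarization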
PfHsp90 set2 = growth inhibition of PfHsp90-expressing yeast, primary screen, antimalarial PfHsp90 inhibitor project, S. cerevisiae, BacTiter-Glo luminescence, single point, set 2 | BacTiter-Glo ATP, 48 h; yeast lacking PDR1 and PDR3 efflux regulators | inhibition, % at 9.4 µM | 0.32% of 310,000 active;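 active = every replicate shows inhibition above about 80%, whatever the replicate mean, limit read from the data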;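 note: 0% = DMSO neutral controls and 100% = 20 µM radicicol positive controls; yeast relying on Plasmodium falciparum Hsp90 in place of its own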
Tat transport = E. coli Tat export inhibitors, primary screen, MC4100, TorA-mCherry reporter, fluorescence, single point; inhibition, % at 10 µM; 0.036% of 340,000 active; AID 488895, 2010;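 active = mean replicate inhibition at least 50% and at least half of replicates individually reaching 50%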;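 note: exported cargo escapes ClpAP degradation while cytoplasmic cargo is degraded and loses fluorescence; 0% = median of neutral control wells and 100% = median of NaSCN control wells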
* hit, by the source's call; i = inactive; nt = not tested or not shown. Not a hit list; any-hit rate near 2.8%.

SMILES | MOR-DOR inv ag | Mot1-301 SUMO | E coli growth | AddAB inh | DSG3 Ab inh | phage Ecoli inh | Arr AP2 block | OPRM1-OPRD1 ag | PKA-R1A act | PfHsp90 set2 | Tat transport
O=C(Nc1cc(Cl)ccc1N1CCOCC1)c1ccc(N2CCCC2=O)cc1 | 15 | 6 | 1.0 | 0.3 | 107 | -0.1 | -1 | -3.0 | -2 | -11 | 1
O=C(NCc1cccs1)C(=O)c1cn(CC(=O)N2CCCC2)c2ccccc12 | 7 | nt | -1.9 | -0.4 | 102 | 2.2 | 43 | -1.5 | -8 | 4 | -8
CN1CCc2c(sc3nc(SCC(=O)N4CCCCC4)n(-c4ccccc4)c(=O)c23)C1 | 14 | -5 | 0.4 | 0.1 | 122 | 2.9 | 7 | -2.6 | -8 | -17 | 4
COc1cc(/C=C(\C#N)c2nc3ccccc3[nH]2)ccc1OC(=O)c1ccco1 | 4 | -5 | -3.2 | -1.6 | 101 | 1.7 | 97* | -0.8 | 1 | -5 | 0
COc1cc(OC)c(NC(=O)CNC(=O)Cn2ccc3ccccc3c2=O)cc1Cl | -4 | 80 | -0.3 | 2.8 | 103 | 2.0 | 14 | 0.7 | 2 | -19 | 10
NC(=S)NN=C(c1ccccc1)c1ccccc1 | 5 | -3 | 0.1 | 1.0 | 91 | 1.7 | 41 | -0.9 | 4 | -11 | 4
CN1C(=O)NC(c2ccccc2)C2=C1CN(CCc1ccccc1)C2=O (stereo unspecified) | 11 | i | 2.8 | 5.3 | 103 | 1.1 | -8 | -2.2 | 8 | nt | 8
COc1ccc2nc(C)c(C(=O)NN)cc2c1 | 12 | -9 | 1.0 | 3.1 | 100 | 4.5 | -12 | -2.6 | -11 | 2 | -3
COc1ccc(C(=O)Oc2cccc(Nc3ncnc4ccccc34)c2)cc1OC | 5 | -3 | 1.6 | 2.2 | 88 | 1.8 | 4 | -1.0 | -10 | -22 | 3
Cc1ccc(NS(=O)(=O)c2ccc(Br)s2)nc1 | 12 | 2 | -1.0 | 0.8 | 81 | 4.7 | -1 | -2.3 | -2 | 11 | 0
CC(=O)Nc1ccccc1-c1nc2ccccc2nc1OCC(=O)c1ccc2ccccc2c1 | 10 | 154 | 2.0 | 5.5 | 80 | 1.6 | 9 | -1.8 | -1 | 3 | 25
COc1cccc(NC(=O)C(c2ccccc2)N2CCCCC2)c1 (stereo unspecified) | 2 | nt | -0.8 | 0.5 | 97 | 5.2 | 4 | -0.5 | -9 | -3 | -2
O=C(Nc1cccc(Cl)c1)c1cccc(Oc2ccc([N+](=O)[O-])cc2Cl)c1 | -60 | -17 | 1.6 | 2.4 | 87 | 3.7 | 3 | 9.6 | -4 | nt | -2
COCc1nc2oc3ccc(C)cc3c(=O)c2cc1C(=O)OC | 19 | -2 | -0.2 | 1.6 | 101 | -0.1 | 29 | -4.1 | 0 | 10 | 0
Cc1ccccc1C(C)NS(=O)(=O)c1ccc2c(c1)OCCO2 (stereo unspecified) | 8 | 7 | 1.2 | 0.8 | nt | 2.1 | 44 | -1.8 | -9 | 4 | 1
CCn1cnc2c1c(=O)n(Cc1nnc3n1-c1ccccc1SC3)c(=O)n2Cc1ccccc1 | 16 | -5 | -1.1 | 0.2 | 105 | 1.6 | 8 | -2.8 | -4 | -2 | -3
Nc1nnc(CSCc2ccccc2Cl)s1 | 19 | -12 | 0.2 | 1.3 | 97 | 0.8 | -13 | -3.6 | 0 | 1 | -6
O=C(O)CC(NC(=O)COc1ccc(Cl)cc1Cl)C(=O)O (stereo unspecified) | -27 | 106 | -0.6 | 0.1 | 101 | 0.6 | 6 | 4.5 | 4 | -9 | 0
Clc1ccc(N2CCN(c3ccnc(Cl)n3)CC2)cc1 | 12 | 6 | 3.1 | 4.6 | 115 | 0.2 | 9 | -2.2 | 1 | -9 | 6
COc1ccc(CCNC(=O)CSC2=NS(=O)(=O)c3ccccc3N2)cc1OC | -5 | 11 | 0.6 | 3.1 | 98 | 1.3 | 39 | 0.7 | 1 | 8 | 12
COc1ccc(C2CC2/C(=N/O)c2ccccc2)cc1 (stereo unspecified) | 7 | 45 | 2.5 | 3.2 | 80 | 4.9 | 32 | -1.4 | -5 | -31 | -1
Cc1ccc(NC(=O)Cn2c(C)cc(C)c(C#N)c2=O)c(Cl)c1 | 10 | 94 | -1.4 | 0.3 | 104 | 5.3 | -11 | -1.8 | -15 | 19 | 9
CCOc1ccc(CCNC(=O)CCS(=O)(=O)c2ccc(C)cc2)cc1OCC | 8 | 7 | -0.7 | -0.9 | 105 | -0.6 | -11 | -1.7 | -19 | -9 | 7
CN(C)c1cc(N/N=C/c2ccccc2C(F)(F)F)nc(N(C)C)n1 | -1 | -6 | 1.9 | 3.0 | 110 | 1.9 | 39 | 0.3 | -10 | 9 | 0
CCOC(=O)c1nnn(-c2nonc2N)c1CSc1ccccc1 | 1 | 4 | 2.5 | 3.4 | 104 | 4.6 | 3 | -0.2 | 2 | nt | -16

Some entries already given, limited to MOR-DOR inv ag, PKA-R1A act and phage Ecoli inh:
structure | MOR-DOR inv ag | PKA-R1A act | phage Ecoli inh
Nc1nnc(CSCc2ccccc2Cl)s1 | 19 | 0 | 0.8
O=C(O)CC(NC(=O)COc1ccc(Cl)cc1Cl)C(=O)O (stereo unspecified) | -27 | 4 | 0.6

(further entries)
SMILES | MOR-DOR inv ag | Mot1-301 SUMO | E coli growth | AddAB inh | DSG3 Ab inh | phage Ecoli inh | Arr AP2 block | OPRM1-OPRD1 ag | PKA-R1A act | PfHsp90 set2 | Tat transport
O=C(Nc1ccc(Cl)c(Cl)c1)c1ccc(Cl)c(Cl)c1 | -45 | -6 | 2.2 | -1.2 | 100 | -0.1 | -5 | 8.8 | -14 | 8 | -3
CCOc1ccc(S(=O)(=O)NC2CCCCC2C)cc1 (stereo unspecified) | -22 | 8 | 2.2 | 2.0 | 113 | 1.3 | 1 | 4.0 | -8 | -4 | 19
O=C(Cc1ccc(Cl)cc1)NC1CCS(=O)(=O)C1 (stereo unspecified) | 16 | 1 | -0.5 | 0.0 | 103 | 1.4 | -8 | -2.9 | 5 | 6 | 16
CCC(C)[C@H](NC(=O)C1CC(=O)N(c2ccc3c(c2)OCCO3)C1)C(=O)NC1CCCC1 (stereo partly specified) | 10 | -7 | -2.4 | 0.5 | 101 | 3.2 | -13 | -2.1 | -13 | 29 | 1
COc1ccc(OCc2nnc(SCC(=O)N3CCCCC3)o2)cc1 | 2 | -2 | -1.9 | -0.2 | 111 | 2.5 | -1 | -0.4 | -7 | 8 | 0
CCC(C)N(C(=O)CSc1nnc(C)n1C)C1CCS(=O)(=O)C1 (stereo unspecified) | 22 | -4 | -1.7 | -1.9 | 108 | 0.9 | -18 | -4.3 | 10 | 6 | -5
Cc1cc(C)cc(-n2ncc3c2CCCC3NC(=O)CCCn2cncn2)c1 (stereo unspecified) | 15 | i | 0.6 | 0.6 | nt | 0.9 | 4 | -2.8 | -4 | 0 | -5
CCOC(=O)/C(C#N)=C/c1cn(CCOc2ccc(OC)cc2)c2ccccc12 | 18 | 8 | 2.2 | 3.1 | 113 | 2.1 | -1 | -3.8 | -11 | -25 | 4
COc1ccc(CNC(=O)c2cccc3c2C(=O)N(CC2CCCO2)C3)cc1 (stereo unspecified) | 3 | -7 | 2.8 | -3.0 | 102 | 1.6 | 11 | -0.6 | -2 | 59 | -13
COC(=O)c1ccsc1NC(=O)c1ccc2c(c1)OCCO2 | 5 | -11 | 0.5 | 1.4 | 97 | 3.6 | 7 | -0.9 | 5 | -21 | 0
COC(=O)c1[nH]c2ccc(C)cc2c1NS(=O)(=O)c1ccc(F)c(C)c1 | 4 | 164 | 1.3 | 0.1 | 105 | -1.2 | -4 | -0.7 | -9 | 61 | 1
COc1ccc(NS(=O)(=O)c2cccc(NC(=O)CNC(C)=O)c2)cc1 | 13 | -10 | 2.1 | 4.1 | 99 | 5.4 | 3 | -2.5 | -19 | -7 | 3
Cn1nnc2c(sc3nc(N4CCOCC4)c4c(c32)CCCC4)c1=O | 6 | 268 | -0.2 | 1.7 | 83 | nt | 12 | -1.1 | 0 | -1 | 11
CC1CCCCC1NC(=O)CN1C(=O)NC(C)(c2cccc(Br)c2)C1=O (stereo unspecified) | 10 | nt | -1.0 | 2.1 | 100 | 1.8 | -1 | -2.5 | 9 | -19 | -11
O=C(CCl)NC1(C(F)(F)F)C(=O)Nc2c1c(=O)[nH]c(=O)n2-c1ccccc1 (stereo unspecified) | 4 | 148 | 0.1 | -1.4 | 104 | 1.5 | 5 | -0.8 | -9 | 9 | 1
Cc1cc(NC(=O)CSc2nnnn2C2CCCC2)no1 | 1 | 250 | -1.7 | -3.2 | 97 | 0.9 | 5 | -0.2 | -8 | 8 | 4
CCN(C[C@H]1N[C@@](C)(C(=O)OC)[C@H]2C(=O)N(C)C(=O)[C@@H]12)C(=O)Nc1ccccc1 | 14 | -4 | -2.1 | 4.4 | 103 | 1.8 | -5 | -3.0 | -1 | -13 | 1
O=C(NCc1ccc2c(c1)OCO2)c1nc(S(=O)(=O)Cc2ccccc2F)ncc1Cl | 32* | 3 | -3.1 | 1.8 | 112 | 0.6 | 4 | -6.4 | -2 | -8 | -3
CCC(NS(=O)(=O)c1c(C)[nH]c(=O)[nH]c1=O)C12CC3CC(CC(C3)C1)C2 (stereo unspecified) | 9 | -12 | 1.3 | 3.4 | 73 | 4.3 | 46 | -1.6 | -2 | 16 | -2
CS(=O)(=O)N(CC(=O)Nc1ccc(Cl)c(Cl)c1)C1CCCCC1 | -37 | -9 | 0.4 | -0.7 | 105 | 3.6 | -2 | 7.8 | 2 | nt | 6
Cc1oc(-c2ccc(-c3ccccc3)cc2)nc1CN(CCO)C(C)C | 0 | 7 | -0.8 | -0.3 | 113 | 1.3 | -5 | 0.0 | -3 | 25 | -3
O=C(NC1CCCN(CCc2ccccc2)C1)C1CCCC1 (stereo unspecified) | 10 | 1 | 0.5 | -0.3 | 112 | 0.9 | 45 | -2.0 | -2 | 9 | 20
CC(=O)Nc1nc(-c2ccc(Br)s2)cs1 | 5 | -6 | -1.3 | 0.9 | nt | 0.2 | -2 | -1.2 | 5 | -3 | 2
O=C(Nc1ccc(NC(=O)c2ccccc2Br)cc1)c1ccccc1 | 7 | -14 | 0.2 | 1.8 | 109 | -0.5 | 13 | -1.4 | -4 | -33 | 0

Assay outcomes (PubChem)
